ROMK primary: human ROMK K+ channel modulation, primary screen; P48048; Tet-inducible ROMK, thallium flux fluorescence; actives lie on both sides; B-score at 10 µM; 2% of 130,000 active; AID 1918;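 active means signal ratio slope over the read window, or its plate-corrected B-score, at least 3 SD from the plate mean, either direction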;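 further: B-score of the F/F0 ratio slope over 7 to 12 s after thallium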
S1P3 antagonist: blocks the human S1P3 receptor; CHO S1P3 NFAT-BLA reporter, FRET fluorescence, antagonist mode; inhibition, % at 4.98 µM; 0.27% of 170,000 active;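 active means inhibition above the plate cutoff, the mean inhibition of test wells on that plate plus 3 SD, cut at about 28% in these data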;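 further: cells challenged with S1P at its EC80 of 0.8 µM; blue over green emission ratio from cleaved BLA substrate after 4 h stimulation; 0% = S1P-stimulated wells and 100% = unstimulated DMSO-only wells; some compounds past the cut are filed as inactive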
Target sequence (Q99500 whole entry, looked up): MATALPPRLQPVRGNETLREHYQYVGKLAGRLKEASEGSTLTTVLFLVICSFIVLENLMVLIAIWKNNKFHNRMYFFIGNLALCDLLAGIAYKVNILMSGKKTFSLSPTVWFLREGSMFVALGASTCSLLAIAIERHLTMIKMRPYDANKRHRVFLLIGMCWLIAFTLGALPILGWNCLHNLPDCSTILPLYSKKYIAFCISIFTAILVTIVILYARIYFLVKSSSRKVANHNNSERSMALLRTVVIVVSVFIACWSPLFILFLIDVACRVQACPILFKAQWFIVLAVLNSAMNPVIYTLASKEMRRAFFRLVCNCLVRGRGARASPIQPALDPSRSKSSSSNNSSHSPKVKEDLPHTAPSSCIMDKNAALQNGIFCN
bIAP inh: intestinal alkaline phosphatase (bovine) inhibition | purified bovine IAP, CDP-star luminescence, 30 min | inhibition, % at 20 µM | 190,000 tested, under 10 active | AID 1019;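 active means over 50% inhibition of intestinal alkaline phosphatase at 20 µM in the single-dose screen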
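Incubation: 30 min reaction at room temperature / Material: purified bovine intestinal alkaline phosphatase (IAP) enzyme / Input: enzyme at 1/65,000,000 dilution / Dosing: 20 µM single dose / Signal: CDP-star luminescence signal / Reagent: CDP-star chemiluminescent phosphatase substrate, 30 µM final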
PPARg SRC-1 ag: PPARgamma-driven SRC-1 recruitment agonism | P37231 | PPARgamma-SRC-1 coactivator recruitment biochemical assay | activation, % at 8 µM | 0.41% of 200,000 active | AID 631; in the data active means activation above about 19%;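 further: 0% = DMSO and 100% = reference agonist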
Target sequence (P37231 whole entry, looked up): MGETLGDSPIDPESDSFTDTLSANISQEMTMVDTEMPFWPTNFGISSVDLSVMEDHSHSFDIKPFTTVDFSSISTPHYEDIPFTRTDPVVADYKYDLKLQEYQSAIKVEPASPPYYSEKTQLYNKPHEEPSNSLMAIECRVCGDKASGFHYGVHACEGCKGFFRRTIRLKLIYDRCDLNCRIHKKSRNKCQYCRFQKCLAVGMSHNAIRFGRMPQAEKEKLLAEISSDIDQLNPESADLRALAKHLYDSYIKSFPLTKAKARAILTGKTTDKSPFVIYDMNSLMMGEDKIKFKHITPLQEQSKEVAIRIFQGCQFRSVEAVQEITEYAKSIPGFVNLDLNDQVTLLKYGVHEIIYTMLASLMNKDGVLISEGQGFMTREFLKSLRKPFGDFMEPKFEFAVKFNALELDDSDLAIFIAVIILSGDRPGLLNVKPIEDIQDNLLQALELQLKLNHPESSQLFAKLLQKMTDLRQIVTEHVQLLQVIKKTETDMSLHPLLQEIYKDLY
PPARg SRC3 recr: agonists of human PPARgamma SRC-3 coactivator recruitment. activation, % at 8 µM. P37231. 0.26% of 200,000 active. biochemical PPARgamma/SRC-3 coactivator recruitment assay; in the data active means activation above about 23%;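 further: 0% = DMSO and 100% = reference agonist; some compounds past the cut are filed as inactive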
PPARg SRC-2 ag: PPARgamma-driven SRC-2 recruitment agonism; P37231; PPARgamma LBD-SRC-2 recruitment, biochemical; activation, % at 8 µM; 0.34% of 200,000 active; in the data active means activation above about 22%;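 further: 0% = vehicle and 100% = reference agonist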
Redox H2O2 prof: compounds producing H2O2 with reducing agent – biochemical, NIH compound library profiling, artefact control for MLSCN library redox annotation, primary screen | DTT-dependent redox cycling H2O2, phenol red/HRP absorbance; 100% = 100 µM peroxide control, 0% = buffer | activation, % at 10 µM | 0.03% of 200,000 active;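 active means activation of at least 50% relative to the plate's high and low controls in the primary single-dose screen; inactive means activation below 50%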;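 further: compound incubated with DTT at 0.8 mM final as the reducing agent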
TLR4-MyD88 BLA: TLR4-MyD88 interaction inhibition in cells. O00206+Q99836. HeLa CL3-4 TLR4/MyD88 BLA complementation, FRET ratio. inhibition, % at 8.4 µM. 0.18% of 200,000 active. AID 861; in the data active means inhibition above about 25%;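 further: 0% = vehicle and 100% = reference inhibitor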
Lmaj promast: Leishmania major promastigote growth inhibition. AID 1063. Leishmania major promastigotes, resazurin fluorescence viability. inhibition, % at 10 µM. 9% of 200,000 active; in the data active means inhibition above about 50%;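 further: promastigotes grown with compound for 44 hours at 28 °C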
bIAP activator: intestinal alkaline phosphatase (bovine) activation; purified bovine IAP, CDP-star luminescence, 30 min; stronger effect = higher value; fold of DMSO-control signal, blank-subtracted; activation factor at 20 µM; 0.17% of 200,000 active;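 active means activation factor of 2 or more at 20 µM, a signal rise over negative controls twice the positive control's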
TR-FRET SRC-2 ct: TR-FRET artefact, counter-screen to PPARgamma/SRC-2 agonist assay; stronger effect = higher value; 0.4% of 200,000 active; TR-FRET ratio at 8 µM; in the data active means TR-FRET ratio above about 2000; further: inactives centre near 1500; reference of the scale not given here
Active calls of the source: *; x = not tested or not shown.

SMILES	ROMK primary	S1P3 antagonist	bIAP inh	PPARg SRC-1 ag	PPARg SRC3 recr	PPARg SRC-2 ag	Redox H2O2 prof	TLR4-MyD88 BLA	Lmaj promast	bIAP activator	TR-FRET SRC-2 ct
Cc1ccsc1/C=N/NC(=O)c1ccc(Cn2cc(Br)cn2)o1	-1.31	-18.6	-0.8	5.0	1.2	9.8	-0.5	-1.6	1.8	1	1563
Cc1ccc(CNC(=O)CCS(=O)(=O)c2cccc3nsnc23)cc1	x	x	15.3	7.2	-3.6	15.9	-0.4	-4.0	-5.4	0.8	1547
C=C(C)Cn1c(C)cc(C)c(S(=O)(=O)c2ccccc2C)c1=O	x	x	9.7	-15.3	-6.2	-3.0	1.7	5.6	96.0*	0.9	1411
CC(NC(=O)COc1cccc(Br)c1)C(=O)O (stereo not drawn)	x	-18.4	6.9	5.4	-11.1	-2.6	2.2	-1.6	-3.6	0.9	1501
O=C(CSc1ccc(-c2cccc([N+](=O)[O-])c2)nn1)NC1CCCC1	0.137	-29.4	-6.9	5.5	6.6	8.1	-0.6	3.9	-4.6	1.1	1554
CC(=O)Oc1ccc(C(=O)Nc2ccccc2C(=O)N2CCCCC2)cc1	-0.521	6.0	6.0	6.7	4.4	9.2	-0.8	-7.4	-4.9	0.9	1604
COCCCn1c(C)nc2c(c1=O)c1nc3ccccc3nc1n2CCc1ccccc1	-3.96*	x	7.2	-1.3	6.8	11.4	-3.6	-15.4	21.4	0.9	1848
N#Cc1ccccc1OCC(O)CS(=O)(=O)c1ccccc1 (stereo not drawn)	1.71	-6.4	-8.8	9.0	-0.3	4.7	-0.5	4.7	-1.5	1.1	1481
CCOC(=O)c1c(C)c(C(=O)NCc2cccnc2)c(C)n1CC	x	5.7	-0.4	0.9	-7.0	5.6	-1.8	-18.1	-1.9	1	1667
Cc1ccc2nc(NCCCO)nc(-c3ccccc3)c2c1	2.37	x	-34.8	0.2	0.5	4.2	0.0	12.0	12.7	1.3	1562
COC(=O)c1ccc(C(=O)OC)c(NC(=O)CSc2nc(-c3ccco3)cc(C(F)(F)F)n2)c1	1.47	-11.6	x	6.5	-14.8	0.2	0.6	-6.0	31.3	x	1464
CC(OC(=O)C1CCN(S(=O)(=O)c2ccc(Cl)cc2)CC1)C(=O)N1CCc2ccccc21 (stereo not drawn)	x	x	-1.4	3.9	1.8	-4.8	0.8	3.5	97.8*	1	1479
Cc1c([N+](=O)[O-])cc(C(=O)Nc2ccc(Cc3ccncc3)cc2)cc1[N+](=O)[O-]	-0.719	-6.6	-16.3	-6.0	-2.1	-1.8	0.6	-13.2	98.5*	1.2	1471
Cc1ccc(Oc2ccc(-c3nc(N)nc(N)n3)cc2)cc1	x	11.6	8.6	8.0	8.7	6.4	0.6	-3.4	97.6*	0.9	1598
O=C(CN1C(=O)CSC1=O)NC1CCCCC1	1.77	-0.9	21.8	3.2	16.9	13.6	0.6	-8.1	-5.9	0.8	1420
Cc1cccc(-c2cc(C(=O)Nc3ccc4c(c3)OCCO4)c3ccccc3n2)c1	x	x	2.1	3.8	14.0	-4.6	3.4	2.6	23.3	1	1586
Cc1ccc(Sc2cc(C(F)(F)F)nc(N(C)C)n2)cc1	x	x	13.4	-3.0	-8.0	-6.6	1.5	2.5	-2.1	0.9	1539
CCOC(=O)C1=C2c3ccc4ccccc4c3CC(C)(C)N2C(=O)C1=O	0.686	-9.6	-2.2	3.1	1.3	-1.3	-0.3	8.8	-8.7	1	1741
CCC(C)NC(=O)C1CCC(=O)N1Cc1ccc(C)cc1 (stereo not drawn)	1.97	-9.4	-2.9	4.8	1.2	9.5	-0.3	-7.9	-5.6	1	1657
Cc1ccsc1-c1nc(CN2CCN(C)C(=O)[C@@H]2C)c(C)o1	0.854	0.2	-11.5	-2.4	6.1	14.3	-0.1	-4.5	-5.8	1.1	1461
COc1cccc(Nc2nnc(SCC3CCCCO3)s2)c1 (stereo not drawn)	0.067	-4.8	8.2	-4.4	6.7	-0.8	-1.1	-0.7	18.4	0.9	2017*
CCOC(=O)C1=C(C)Nc2nc(SCC)[nH]c(=O)c2C1c1ccncc1 (stereo not drawn)	-0.112	x	10.4	5.1	-8.8	-1.2	-0.7	1.5	-8.9	0.9	1388
CC1=C(C(=O)OCc2ccccc2)C(c2ccc(C(F)(F)F)cc2)NC(=O)N1CCCCCC(=O)O (stereo not drawn)	0.152	-13.7	8.7	-2.2	1.4	1.5	0.4	-11.1	-3.8	0.9	1488
NC(=O)c1cc(-c2ccccc2)nc(N2CCOCC2)n1	-1.08	25.4	4.0	-0.6	4.4	4.8	0.6	3.8	1.4	1	1593
O=c1oc2c(CN3CCOCC3)c(O)c(Cl)cc2c2c1CCCC2	x	-7.1	-12.8	5.4	-5.5	2.5	-2.5	-5.2	-1.0	1.1	1368
Cc1cccc(N(C(=O)Cn2nnc3ccccc32)C(C(=O)NC(C)(C)C)c2ccsc2)c1 (stereo not drawn)	x	x	10.5	5.8	-1.8	7.5	-4.6	2.8	8.0	0.9	1574
N#Cc1nc(Cc2cccc3ccccc23)oc1NCC1CCCO1 (stereo not drawn)	-2.29	-4.0	5.1	0.6	2.0	8.1	0.2	-0.7	10.2	0.9	1679
C/C(=N\NC(=O)c1ccc(Br)cc1)C1C(=O)c2ccccc2C1=O	-1.5	x	12.9	-0.3	10.5	8.2	-0.2	-20.3	-10.8	0.9	1748
O=C(Cn1ncnn1)OCc1ccccc1Cl	0.255	x	18.7	5.6	-1.1	7.4	1.1	-0.2	-4.9	0.8	1600
Oc1oc(-c2ccccc2)nc1C=Nc1ccccc1	x	x	7.0	6.6	3.5	8.4	2.0	-10.5	-5.0	0.9	1480
COc1cc(-c2noc(CCC(N)=O)n2)cc(OC)c1OC	x	10.2	1.0	3.2	5.7	4.7	-0.7	12.1	-2.1	1	1564
Cc1ccc(NCCC(=O)c2ccc(Cl)cc2)cc1C	x	x	11.7	-1.9	-1.6	-1.6	2.5	-5.7	5.3	0.9	1424
Cc1n[nH]c(=O)nc1Nc1ccc(O)cc1	-0.27	x	17.5	-0.6	4.0	8.1	-0.3	-14.0	-0.8	0.8	1605
Cc1cc(C)cc(-n2c(C)cc(/C=N/NC(=O)CSc3ncccn3)c2C)c1	x	x	3.6	8.2	14.6	10.0	0.9	-9.5	1.5	1	1554
CCOC(=O)c1oc2ccccc2c1NC(=O)c1ccc2c(c1)OCO2	x	-1.5	1.2	6.8	4.2	-8.6	1.7	1.1	-6.2	1	1574
COc1ccc(CCNC(=O)Cn2cnc3sc(C)c(-c4ccc(F)cc4)c3c2=O)cc1OC	-0.208	-13.8	-11.5	-5.3	-0.9	-4.4	5.1	-23.2	3.1	1.1	1536
CCN(CC)CCCNC(=O)N[C@@H](Cc1ccccc1)C(=O)O	0.529	-9.6	2.4	-4.5	-8.2	-4.3	-0.3	-6.0	0.1	1	1482
CCCC(=O)Nc1ccc(N2CCOCC2)cc1	0.543	18.8	10.9	-9.1	4.2	4.5	3.3	-14.0	-5.3	0.9	1504
O=C(c1ccco1)N1CCC(c2nc(-c3ccccc3Cl)no2)CC1	-0.644	-69.0	-24.0	2.5	-16.0	-1.1	0.4	5.2	-3.2	1.2	1477
O=c1c2ccccc2nnn1Cc1ccc2ccccc2c1	1.5	-7.1	5.9	3.0	7.0	6.8	-0.2	-2.5	-6.4	0.9	1763
CCOC(=O)C1=C(N)OC2=C(C(=O)CC(C)(C)C2)C1c1cccs1 (stereo not drawn)	-0.717	x	13.3	3.3	-4.8	11.4	0.5	-0.5	8.8	0.9	1685
CCC(=O)Nc1ccc(NC(=O)c2ccccn2)cn1	-0.588	-9.5	-0.4	6.3	3.0	-0.1	-2.0	3.2	-5.4	1	1703
CN(C)CCCNc1cc(Cl)c(S(=O)(=O)N2CCCCC2)cc1C(=O)O	x	-12.8	-4.7	-6.2	1.2	-1.6	2.6	2.8	12.3	1	1454
COc1nc(Cl)cn(-c2ccc(C)cc2)c1=O	x	11.8	3.6	0.8	3.5	1.6	-0.6	-7.5	-3.7	1	1508
C/C(=N\Nc1nc2c(s1)CCCC2)c1ccc(Cl)cc1	x	x	5.4	-3.6	6.7	3.3	-5.2	-2.1	46.2	0.9	1537
CCc1ccc(NC(=O)Cc2ccc(-n3cccc3)cc2)cc1	0.889	-8.3	16.7	3.9	1.6	4.5	0.6	-20.3	86.1*	0.8	1712
CC(C)C(=O)Nc1ccc2nn(-c3ccccc3)nc2c1	-0.0076	23.7	3.9	11.9	-1.1	3.1	-2.6	0.1	17.9	1	1853
Cc1ccc(S(=O)(=O)N(C)c2c(C)ccc(S(=O)(=O)N3CCN(C=O)CC3)c2C)cc1	-1.44	-9.7	5.7	-12.3	0.8	0.3	-0.4	-0.7	7.1	0.9	1253
Cc1ccc(N/C(N)=N/c2nc(CSc3ccccn3)cc(=O)[nH]2)c(C)c1	-0.0156	-6.8	-77.2	-3.0	5.0	12.5	-1.0	-1.9	3.5	1.8	1593
Cc1cc(C)c(NC(=O)c2ccccc2CCc2ccccc2)c(C)c1	x	x	4.0	-3.5	-2.7	3.3	-2.4	-4.0	1.4	1	1387
CC(C)CC(NC(=O)c1ccccc1)C(=O)OCC(=O)Nc1ccc(Br)cn1 (stereo not drawn)	x	x	20.1	8.8	-0.9	10.1	1.3	2.4	3.4	0.8	1681
O=S(=O)(c1ccc(Cl)cc1)n1ccc(-c2cccc(OCc3c(F)cccc3Cl)c2)n1	x	x	43.8	2.1	-4.4	2.9	3.7	15.3	13.3	0.6	1631

Assay outcomes from PubChem.
